# Source: PubChem
# CHO parental Ca – counter-screen for OX1R antagonists: effect in parental CHO cells. 330,000 compounds, 0.63% hits. parental CHO-K1, ATP-induced calcium, Fluo-8 fluorescence. inhibition, % at 5.6 µM;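 active means inhibition above that plate's mean sample inhibition plus 3 SD, cut at about 26% in these data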;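 further: 0% = ATP-challenged DMSO wells and 100% = DMSO wells without ATP; some compounds past the cut are filed as inactive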
#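 material = parental CHO cells | also added = ATP as calcium-mobilizing challenge | dosing = single point at 5.6 µM | detection = intracellular calcium via Fluo-8 no-wash fluorescent dye | read-out = % inhibition | benchmarks = low control ATP plus DMSO, high control DMSO only | repeats = one well per compound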
# CHRM1 antagonist – blocks human M1 muscarinic receptor; P11229; CHO-K1 hM1, Fluo-8 calcium fluorescence, ACh EC80 antagonist; inhibition, % at 3 µM; 360,000 compounds, 1.3% hits;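 active means percent inhibition above its own plate's cutoff, namely the mean of that plate's compound wells plus 3 SD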;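 further: peak over basal fluorescence ratio during 140 s after agonist addition; 0% = ACh EC80 plus DMSO and 100% = DMSO alone without agonist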
# Target sequence (P11229 whole entry, looked up): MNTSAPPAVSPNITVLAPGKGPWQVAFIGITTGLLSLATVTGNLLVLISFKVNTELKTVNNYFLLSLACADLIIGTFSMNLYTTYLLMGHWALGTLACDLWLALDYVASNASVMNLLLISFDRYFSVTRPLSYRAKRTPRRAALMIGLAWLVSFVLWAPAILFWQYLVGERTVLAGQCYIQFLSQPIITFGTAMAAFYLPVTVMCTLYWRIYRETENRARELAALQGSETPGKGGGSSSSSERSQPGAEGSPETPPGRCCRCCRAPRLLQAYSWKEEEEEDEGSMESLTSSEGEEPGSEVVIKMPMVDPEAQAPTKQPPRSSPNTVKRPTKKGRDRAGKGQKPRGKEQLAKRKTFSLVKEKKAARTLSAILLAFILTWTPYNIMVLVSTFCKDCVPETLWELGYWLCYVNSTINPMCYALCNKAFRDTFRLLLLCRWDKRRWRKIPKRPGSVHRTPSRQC
# CHO-K1 Ca antag – M1 antagonist counterscreen hit in parental CHO-K1 cells; ATP-induced calcium, Fluo-8 fluorescence; inhibition, % at 3 µM; 360,000 compounds, 0.6% hits;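 active means inhibition above a per-plate cutoff, the plate's mean sample inhibition plus 3 SD, cut at about 24% in these data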;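 further: 0% = DMSO plus EC80 ATP and 100% = DMSO alone without ATP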
# TAAR1 agonist – human TAAR1 agonism | CHO RD-HGA16 TAAR1, Fluo-8 calcium fluorescence; vehicle wells 0%, saturating PEA agonist 100% | activation, % at 3 µM | 360,000 compounds, 0.99% hits;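 active means activation above the mean activation of all test compounds in the run plus 3 SD, cut at about 38% in these data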
# Target sequence (Q96RJ0 whole entry, looked up): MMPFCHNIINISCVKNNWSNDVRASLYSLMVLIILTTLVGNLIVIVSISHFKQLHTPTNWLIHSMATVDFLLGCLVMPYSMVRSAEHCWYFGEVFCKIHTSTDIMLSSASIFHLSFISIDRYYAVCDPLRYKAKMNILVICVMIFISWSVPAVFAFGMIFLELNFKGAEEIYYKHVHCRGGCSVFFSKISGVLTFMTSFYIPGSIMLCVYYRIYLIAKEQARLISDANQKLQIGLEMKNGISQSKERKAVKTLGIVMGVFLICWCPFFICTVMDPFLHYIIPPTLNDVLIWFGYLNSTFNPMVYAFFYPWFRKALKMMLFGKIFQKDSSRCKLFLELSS
#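 Benchmarks: low control DMSO, high control PEA (EC100); System: CHO RD-HGA16 cells carrying human TAAR1 plus Gα16; Detection: Fluo-8 fluorescence, 5 s baseline then 140 s kinetic read; Schedule: 17-24 h plating, Fluo-8 75 min 37 °C, 30 min RT; Read-out basis: % activation from peak over basal fluorescence ratio, DMSO-to-PEA scaled.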
# CHRM1 PAM – positive allosteric modulators of human M1 muscarinic receptor | P11229 | 360,000 compounds, 0.088% hits | activation, % at 3 µM | AID 588819 | CHO-K1 hM1, Fluo-8 calcium fluorescence, ACh EC20; 0% = ACh EC20, 100% = maximal ACh; in the data active means activation above about 19%, passing the limit was not always enough
# TAAR1 antag – human TAAR1 antagonism | Q96RJ0 | CHO RD-HGA16 TAAR1, Fluo-8 calcium fluorescence, antagonist | inhibition, % at 3 µM | 360,000 compounds, 1.5% hits;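 active means inhibition above a per-plate cutoff, the mean inhibition of test compounds on that plate plus 3 SD, cut at about 49% in these data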;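 further: 0% = DMSO plus EC80 beta-PEA response and 100% = DMSO alone without agonist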
#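 test system = CHO RD-HGA16 cells bearing hTAAR1 | replication = singlicate | controls = DMSO-only wells and EC80 β-PEA-stimulated wells | reagent = EC80 β-phenethylamine stimulus | read-out basis = percent inhibition of PEA-evoked calcium signal, max/basal emission ratio | schedule = seeding 17-24 h prior, 75-min 37 °C, 30-min RT dye loading | signal = kinetic Fluo-8 calcium fluorescence measurement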
# CHO-K1 Ca ag – counter-screen for M1 agonists: effect in parental CHO-K1 cells. Fluo-8 calcium fluorescence; scaled to maximal ATP response, vehicle zero. activation, % at 3 µM. 360,000 compounds, 0.48% hits; in the data active means activation above about 15%;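 further: untransfected CHO-K1 host cells lacking M1 receptor as counterscreen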
# CHRM1 agonist – agonists of human M1 muscarinic receptor; P11229; CHO-K1 hM1, Fluo-8 calcium fluorescence, agonist mode; 0% DMSO, 100% acetylcholine EC100; activation, % at 3 µM; 360,000 compounds, 0.33% hits; AID 588814;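 active means activation above the run's mean compound activation plus 3 SD, cut at about 16% in these data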;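 further: peak over basal fluorescence ratio within a 140 s kinetic read after compound addition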
# M1 PAM parental – M1 PAM counterscreen hit in parental CHO-K1 cells; 360,000 compounds, 0.02% hits; ATP EC20, Fluo-8 calcium fluorescence; 0% at ATP EC20, 100% at ATP max; activation, % at 3 µM;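 active means activation above the run cutoff, the mean activation of all test compounds plus 3 SD, cut at about 40% in these data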;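 further: peak over basal fluorescence ratio in a 140 s read after ATP addition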
# * marks the source's active call; other numbers are inactive results; . = no result given. Rows were taken by chance; overall some 4.4% were active at least once.
SMILES,CHO parental Ca,CHRM1 antagonist,CHO-K1 Ca antag,TAAR1 agonist,CHRM1 PAM,TAAR1 antag,CHO-K1 Ca ag,CHRM1 agonist,M1 PAM parental
O=C(CN1C(=O)C2CC=CCC2C1=O)N1CCN(c2ccc([N+](=O)[O-])cc2)CC1 (stereo not given),6,10,-13,1,-11,-5,3.4,-5,5
Fc1ccccc1CSc1ncnc2c1ncn2C1CCCO1 (stereo not given),.,-5,-14,4,5,18,0.9,2,9
CCOc1ccccc1CNC(=O)CCn1ccc2cc(S(=O)(=O)N3CCCCC3)ccc21,-22,-6,-6,0,1,-33,1.2,-6,4
O=C(O)Cc1c(O)ccc2ccccc12,-2,-20,-5,8,4,15,0.1,-3,19
CCN(C(=O)[C@@H]1CCCN1C(=O)c1cccs1)c1nc2cc(Cl)ccc2s1,-24,-6,-9,7,5,0,0.2,-6,26
CCn1cnc2scc(-c3ccccc3)c2c1=O,-8,8,-21,-2,4,-1,0.6,-5,24
COC(=O)c1nn(-c2ccccc2)c(Sc2ccc(OC)cc2)c1/C=N/O,-20,15,3,-2,-6,-9,0.2,-3,1
COc1cc(C)ccc1OCCOCCOc1ccccc1[N+](=O)[O-],-22,0,-7,4,2,-2,3.3,-5,18
Cc1ccc(C(C(=O)NCc2ccco2)N(CCc2ccccc2)C(=O)Cn2nnc3ccccc32)o1 (stereo not given),.,-15,-10,22,1,-11,0.6,-5,16
Cc1ccc(N(CC(=O)N2CCc3ccccc32)C2=NC(=O)CS2)cc1,-8,7,-23,28,2,-11,1.6,-1,22
NC(=O)c1c(NC(=O)C(=O)N2CCOCC2)sc2c1CCCC2,-6,-10,-19,0,9,-21,1.2,-3,19
COc1ccc(Cl)cc1C1=CC(=O)C[C@H](c2ccc(F)cc2)C1,-27,-15,-6,6,0,23,-0.6,-4,7
O=C(CCNS(=O)(=O)c1cccc2nsnc12)NCc1ccccc1,-1,-14,-18,4,8,-27,1.5,-3,-4
O=C(c1cnc2ccccn2c1=O)N1CCCc2ccccc21,-15,12,1,11,-6,12,0.0,0,-12
Cc1nnc(NCc2n[nH]c(=O)c3ccccc23)c2ccccc12,-7,-6,-33,8,4,-10,1.5,-11,6
CCCNC(=O)C1CCN(S(=O)(=O)c2ccc(Br)cc2)CC1,-8,2,-4,1,0,12,0.5,-4,12
COc1c(Cl)ccc(Cl)c1C(=O)OCC(=O)O,-2,-7,8,4,8,-16,-0.1,1,-4
CCOC(=O)c1c(N)sc(C(=O)Nc2ccc3c(c2)OCO3)c1C,-18,-34,-14,1,6,-7,0.2,-3,15
Cc1ccc2nc(-c3ccncc3)cc(C(=O)Nc3ccc4c(c3)OCCO4)c2c1,-32,10,-7,8,-2,36,3.2,-5,13
CC1CCC(NC(=S)NCCN(C)C)CC1 (stereo not given),-3,-8,-25,4,10,-15,0.7,-5,18
Cc1ccc(C)c(OCCn2ccnc2)c1,-3,-8,-7,.,5,.,0.0,-8,13
CCOC(=O)c1c(-c2ccc(Cl)cc2)cn2ccccc12,-18,-1,-12,4,-6,8,-0.8,-5,5
Cc1ccc(C2C=C(c3ccccc3)Nc3nc(N4C(=O)CCC4=O)nn32)cc1 (stereo not given),.,4,8,3,-2,11,1.3,-7,-10
O=C(CSc1ncccc1-c1nc2ccccc2[nH]1)N1CCCCC1,-15,-8,-7,.,6,.,0.5,-7,16
CC(C)c1c(O)nc(SCCN(C)C)[nH]c1=O,2,0,-5,3,8,6,0.1,-4,9

# Brought forward from above: five entries, then new ones.
SMILES,CHO parental Ca,CHRM1 antagonist,CHO-K1 Ca antag,TAAR1 agonist,CHRM1 PAM,TAAR1 antag,CHO-K1 Ca ag,CHRM1 agonist,M1 PAM parental
Cc1ccc(C)c(OCCn2ccnc2)c1,-3,-8,-7,.,5,.,0.0,-8,13
CCOC(=O)c1c(-c2ccc(Cl)cc2)cn2ccccc12,-18,-1,-12,4,-6,8,-0.8,-5,5
Cc1ccc(C2C=C(c3ccccc3)Nc3nc(N4C(=O)CCC4=O)nn32)cc1 (stereo not given),.,4,8,3,-2,11,1.3,-7,-10
O=C(CSc1ncccc1-c1nc2ccccc2[nH]1)N1CCCCC1,-15,-8,-7,.,6,.,0.5,-7,16
CC(C)c1c(O)nc(SCCN(C)C)[nH]c1=O,2,0,-5,3,8,6,0.1,-4,9
CC(=O)c1ccc(NS(=O)(=O)c2cc(-c3cnc(C4CC4)o3)ccc2C)cc1,-19,-5,-9,-2,7,-14,1.3,0,18
O=C(Cc1csc(NC(=O)Nc2cccc(Cl)c2)n1)NC1CCCC1,-2,4,8,14,1,42,16*,6,-3
O=C(CCS(=O)(=O)c1cccc2nsnc12)NC1CCCCCC1,-15,-8,-3,4,9,-4,0.4,-2,17
Cn1c(=O)cc(SCC(=O)N2CCCC2)c2ccccc21,-6,-8,-12,13,9,-3,0.5,-3,6
Cc1noc(C)c1S(=O)(=O)N1CCC(C(=O)NCCCN2CC(C)CC(C)C2)CC1 (stereo not given),-5,-5,9,4,0,-13,-0.5,-13,-10
CCCCCc1ccc(-c2cn(Cc3ccc(C(=O)c4ccccc4)cc3)nn2)cc1,-15,-10,-11,1,7,-5,0.3,-4,9
COc1ccc(N(CC(=O)N2CCN(Cc3ccc4c(c3)OCO4)CC2)S(=O)(=O)c2ccc(F)cc2)cc1,-20,-6,-15,1,4,-31,1.3,-5,26
CC1=NN(c2ccc(Br)cc2)C(=O)/C1=C/c1ccc(-c2ccccc2C(=O)O)o1,-1,-11,12,11,16,-5,0.4,2,-1
COc1ccc2c(C)cc(SCC(=O)N(C)C3CCS(=O)(=O)C3)nc2c1 (stereo not given),11,-2,-10,2,5,0,0.2,-5,8
Cc1ccc2nc3n(c(=O)c2c1)-c1ncccc1C(=O)NC3Cc1ccccc1 (stereo not given),.,-4,0,3,-2,-20,0.6,-3,6
CC(=O)c1ccccc1NC(=O)CN1C(=O)NC2(CCCCCCC2)C1=O,.,-13,-9,0,16,4,0.5,-1,1
CCOC(=O)COc1nc2ccc(Br)cc2c(-c2ccccc2)c1C(C)=O,-24,-11,-7,-2,5,-18,-0.8,-5,5
COC(=O)c1nc(C(=O)OC)c(C(=O)OC)nc1C(=O)OC,-12,-18,-16,6,-7,1,0.6,-1,21
Cc1ccc(C)c(NC(=S)NCCc2c[nH]c3ccccc23)c1,-13,-15,-2,2,5,12,5.0,0,12
Cc1ccccc1OCCn1c(=O)oc2ccccc21,3,9,10,17,-6,26,0.1,-5,-2
Cc1noc(C)c1COC(=O)c1ccc(S(=O)(=O)N2CCCCC2)cc1,-20,7,-2,1,0,8,1.6,-13,15
Cc1ccc(N(CC(=O)NC2CCCCC2)C(=O)CCCC(=O)Nc2ccccn2)c(C)c1,-14,-9,-22,-1,8,-6,1.2,-4,-4
CCN(CC)C(=O)c1c(Cl)nc(C)c([N+](=O)[O-])c1C,-2,-5,0,-1,7,-4,-0.1,-2,12
CCCc1cc(=O)[nH]c(SCC(=O)N2CCN(S(=O)(=O)c3ccc4ccccc4c3)CC2)n1,-15,-5,4,1,9,-6,-0.3,0,12
CCOC(=O)COc1ccc(Br)cc1C1NC(=O)NC(C)=C1C(=O)NCc1ccccc1 (stereo not given),-11,-8,-9,1,9,9,1.1,-7,17
O=C1ON=C(c2ccccc2)/C1=C/c1ccco1,-4,8,-11,2,-4,-3,5.3,-2,-3
O=C(c1ccc2c(c1)C(=O)N(Cc1ccco1)C2O)N1CCOCC1 (stereo not given),-1,-9,-13,1,1,10,0.1,-2,34
O=C(Nc1nc2ccccc2[nH]1)c1ccc(OC(F)F)cc1,-3,0,-4,-1,4,-7,6.5,-5,8
CCOC(=O)CNC(=O)CNC(=O)c1nn(-c2ccc(OC)c(Cl)c2)c(=O)c2ccccc12,-22,7,26*,3,3,17,1.8,-1,-9
O=C1OCc2cc(NC(=O)C3COc4ccccc4O3)ccc21 (stereo not given),4,-4,-7,1,1,7,1.7,-2,13

# The list goes on:
SMILES,CHO parental Ca,CHRM1 antagonist,CHO-K1 Ca antag,TAAR1 agonist,CHRM1 PAM,TAAR1 antag,CHO-K1 Ca ag,CHRM1 agonist,M1 PAM parental
Cc1ccccc1N1C(=O)C(Cl)=C(N2CCOCC2)C1=O,4,-16,0,2,16,1,14,3,4
Cc1cccc2nc(CSc3nc4[nH]ncc4c(=O)n3-c3cccc(Cl)c3)cc(=O)n12,-20,1,-12,3,5,-1,5.1,-4,23
COc1ccc(OCC(=O)NCCc2ccc(S(N)(=O)=O)cc2)cc1,4,-11,-8,2,7,6,0.8,-4,21
COc1cc(/C=N/Nc2ccc3ccccc3c2)ccc1OC(=O)c1ccco1,-14,-1,-6,1,-2,-15,-0.1,-3,26
Nc1cc(N)nc(SCC(=O)NCCC2=CCCCC2)n1,0,-1,-2,17,6,-21,0.6,-3,-7
CCCCN(C(=O)Cn1nnc2ccccc21)C(C(=O)NCCOC)c1ccccc1 (stereo not given),-13,-2,2,2,3,-14,-0.2,-2,10
COc1cc(-c2nnc(SCC(=O)OC3CCCCC3)o2)cc(OC)c1OC,-37,-2,-20,0,1,-4,1.0,-5,2
COc1ccc(OCCN2CCC(C(=O)NC(c3ccc(F)cc3)c3ncccc3C)CC2)cc1 (stereo not given),.,7,-8,2,-7,-1,0.7,-9,10
O=C(CSc1ncnc2nc[nH]c12)N1CCN(c2ccc(Cl)cc2)CC1,-8,9,5,5,-2,10,3.9,-3,13
O=C(N/N=C\c1ccc(-c2ccccc2[N+](=O)[O-])o1)C1COc2ccccc2O1 (stereo not given),-6,10,13,5,-5,26,1.4,-6,-7
Cc1noc(C)c1-c1ccc(C(=O)Nc2cccc(NS(C)(=O)=O)c2)c2occc12,.,-3,-17,16,-6,60*,5.1,1,9
Cc1cc(OCC(=O)Nc2ccccc2N2CCCCC2)ccc1C(C)C,-34,-5,12,-1,3,-9,0.6,-2,9
CCOC(=O)c1c(C)n(C)c2ccc(OCC(O)CN(CC)CC)cc12 (stereo not given),-7,-1,0,-1,-1,-7,0.4,-12,13
S=C1NCCc2ccccc2C1c1ccccc1 (stereo not given),-6,-18,-7,-1,2,11,0.8,-3,17
CCSc1cc(N2CCCC2)nc(-c2ccc(C)cc2)n1,-20,-8,-8,1,-8,-13,0.0,-5,1
COc1cc2c(CCNC(C)=O)c[nH]c2cc1O,-4,-33,-2,2,1,6,0.0,2,-5
CCOC(=O)C1(CCOc2ccccc2)CCN(Cc2cnc(C)[nH]2)CC1,-18,-6,-2,4,6,-8,0.8,-3,-2
